# Screening results deposited in PubChem BioAssay by National Center for Advancing Translational Sciences (NCATS).
# FLuc modulator = firefly luciferase modulation, counter-screen for miR-21 project | Potency, µM (series often up to 57.5 µM), inactives show top-dose activity change, negative = inhibition, most hits filed as inhibitors | purified FLuc, Km substrates, luminescence inhibition | hit rate 6.9% among 360,000 | AID 588342; active = well fitted inhibition curve with a large enough effect; inconclusive = small, poorly fitted or top-dose-only effect;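 also: plate controls were vehicle for no effect and reference inhibitor for full effect; nearly all actives have a fitted effect of over 55% in size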
# Target sequence (P08659 whole entry, looked up): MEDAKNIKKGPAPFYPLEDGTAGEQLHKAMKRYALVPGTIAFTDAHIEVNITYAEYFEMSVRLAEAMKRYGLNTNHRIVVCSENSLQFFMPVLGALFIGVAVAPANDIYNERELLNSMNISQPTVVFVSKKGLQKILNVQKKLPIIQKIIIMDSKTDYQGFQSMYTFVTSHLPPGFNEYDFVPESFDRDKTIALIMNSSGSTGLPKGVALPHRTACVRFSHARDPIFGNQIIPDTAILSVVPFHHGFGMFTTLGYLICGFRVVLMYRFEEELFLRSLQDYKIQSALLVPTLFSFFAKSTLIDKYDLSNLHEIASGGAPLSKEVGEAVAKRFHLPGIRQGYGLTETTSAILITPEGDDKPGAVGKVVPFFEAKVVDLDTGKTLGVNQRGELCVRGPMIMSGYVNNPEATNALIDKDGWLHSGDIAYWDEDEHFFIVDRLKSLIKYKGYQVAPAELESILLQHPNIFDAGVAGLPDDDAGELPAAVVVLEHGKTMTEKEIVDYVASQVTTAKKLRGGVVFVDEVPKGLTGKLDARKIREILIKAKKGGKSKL
#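 Purified P. pyralis luciferase (10nM final) with 10uM D-luciferin and 10uM ATP (Km levels) in 50mM Tris acetate pH 7.5, 10mM Mg acetate, 0.01% Tween-20, 0.05% BSA; qHTS 6-point titration, ~60 µM downward; luminescence read.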
# The depositor's hits bear a star; ? = inconclusive. Potency is read from the fitted curve at half-maximal effect. The list is partial (hit frequency here may not be typical).
SMILES,FLuc modulator
CCOC(=O)c1c(S(=O)(=O)N2CCCC(C(=O)N3CCN(c4ccc(F)cc4)CC3)C2)c(C)n(C)c1C (centres undefined),-8%
CCN(C(=O)c1sc2nc3n(c(=O)c2c1C)CCCC3)c1ccccc1F,?
OCCCc1nc2n(n1)C(c1cccc(Cl)c1)C=C(c1ccccc1)N2 (centres undefined),-1%
CCCn1cc(S(=O)(=O)c2cccc(Cl)c2)c(=O)c2cc(F)c(N3CCN(CC)CC3)cc21,-1%
CCOC(=O)C1CCCN(S(=O)(=O)c2cc(-c3onc(C)c3C)ccc2OC)C1 (centres undefined),-2%
CCC1CCCCN1C(=O)c1ccc2c(c1)N(Cc1cccc(Cl)c1)C(=O)c1ccccc1S2(=O)=O (centres undefined),2%
CN(C)c1ccc(CNC(=O)CCCN2C(=O)CCn3nc(-c4cccn4C)cc32)cc1,1%
Cc1ccc(CNC(=O)c2sc3ncnc(N(C)C4CCCCC4)c3c2C)cc1,-3%
O=C(NCCc1ccccc1)c1cnc2sc(N3CCCCC3)nn2c1=O,-7%
Cc1ccc(NC(=O)C2CCN(S(=O)(=O)c3c(C)noc3/C=C/c3cccs3)CC2)cc1F,-2%
Cc1ccc(OCC(=O)NCC(=O)OCc2cc(=O)n3nc(C)sc3n2)cc1,-3%
CC(C)Oc1cccc(C(=O)Nc2ccc(-c3nc4cc(Cl)cc(Cl)c4o3)cc2)c1,-5%
CCOC(=O)c1ccc(NC(=O)Cn2ncc3c(C)n(Cc4ccccc4F)c(C)c3c2=O)cc1,-14%
CCOc1ccc(C2CC(=O)c3c([nH]c(C(=O)OC4CCC(C)CC4)c3C)C2)cc1 (centres undefined),-1%
O=S(=O)(Nc1ccc(F)c(C(F)(F)F)c1)c1ccc(N2CCCCS2(=O)=O)cc1,-6%
COc1ccc(C(=O)Nc2nc(-c3ccc(Br)cc3)ns2)cc1,2%
c1cnc(N2CCN(c3ncc4c(n3)CCNC4)CC2)nc1,0%
Cc1cccc(N2CCN(S(=O)(=O)c3ccc4[nH]c5c(c4c3)CCCCC5)CC2)c1C,0%
Cc1ccc(CCNC(=O)Cn2nc(-c3ccc(C)cc3)ccc2=O)cc1,-11%
Cc1ccccc1-c1nnc(SCC(=O)N(C)C2CCCCC2)o1,?
CCN1CCN(c2csc3ccc(Br)cc3c2=O)CC1,13µM*
Cc1ccc(CNC(=O)Cn2ccn(-c3cccc(Cl)c3)c(=O)c2=O)cc1,2%
COc1cccc(N2CCN(C(=O)c3cccc(NC(=O)c4nsc5ccccc45)c3)CC2)c1,1.9µM*
CCOc1ccc(NCc2cccn2-c2nnc(N3CCC(C(=O)NCCOC)CC3)s2)cc1,6%
O=S1(=O)c2ccccc2N(Cc2ccc(Cl)cc2)c2ccccc21,-3%
Cc1ccc2c(=O)cc(C(=O)Nc3nc4ccc(Cl)cc4s3)oc2c1,?
Cc1cc(C)c2c(=O)cc(C(=O)Nc3sc4c(c3C(=O)NCc3ccccc3)CCCC4)oc2c1,2%
COc1cccc(N2CCN(Cc3nnc(-c4ccc5c(c4)OCO5)o3)CC2)c1,-4%
CCOc1cc(C2c3c(-c4ccccc4O)n[nH]c3C(=O)N2Cc2cccnc2)ccc1O (centres undefined),-2%
CCc1ccc(NC(=O)CN2CCCN(Cc3cccc(Cl)c3)S2(=O)=O)cc1,-1%
O=C(c1ccccc1)N1CCc2cc(CNS(=O)(=O)c3ccccc3Cl)ccc21,0%
CCOC(=O)c1sc(N2C(=O)c3oc4cc(C)c(C)cc4c(=O)c3C2c2cccc(O)c2)nc1C (centres undefined),-10%
CCn1nc(C)c2c(-c3ccccc3)cc(=O)n(C(C)C(=O)NCc3ccc(C)cc3)c21 (centres undefined),-12%
O=C(CCSCc1cnn(-c2ccccc2)c1-n1cccc1)NCc1ccccc1Cl,-17%
O=C(NCc1ccccc1Cl)c1ccc2nc(Cc3ccccc3)oc2c1,-2%
CCNc1nc2c(c(=O)n(C)c(=O)n2C)n1Cc1ccc(F)cc1,1%
Cn1c(=O)c2c(nc(SCC(=O)Nc3ccc(F)cc3F)n2Cc2ccccc2)n(C)c1=O,-4%
COC(=O)c1scc(-c2ccc(C)cc2)c1S(=O)(=O)N1CCN(c2ccccc2)CC1,-10%
CCCCN(C)C(=O)C1CCCN(c2ncnc3onc(-c4ccc(F)cc4)c23)C1 (centres undefined),-8%
CCOC(=O)c1ccc(NC(=O)CSc2cc(-c3ccccc3)nc(C)n2)cc1,-14%
CC1CCn2c(nc3cc(C(=O)NCc4ccc(F)cc4)ccc32)C1 (centres undefined),-3%
Cc1ccccc1CNC(=O)CCC(=O)N1CCSc2ccccc21,-12%
COc1ccc(OC)c(NC(=O)Cc2c(C)n(C(=O)c3ccc(Cl)cc3)c3ccc(OC)cc23)c1,-1%
CC1Cc2cc(S(=O)(=O)NCc3ccccc3Cl)ccc2N1C(=O)C1CCC1 (centres undefined),-17%
CCOC(=O)c1ccc(NC(=O)Cn2cc(C(=O)c3ccc(CC)cc3)c(=O)c3ccc(C)nc32)cc1,-1%
Cc1ccc(CN2CCCn3nc(C(=O)NCCN(C)C)cc3C2=O)cc1,0%
Cc1ccc(S(=O)(=O)CCC(=O)Nc2ccc(Br)cc2C)cc1,-8%
Cc1nn(C)c2c1c(C(F)(F)F)cc(=O)n2C(C)C(=O)NCc1ccccc1 (centres undefined),6%
Cc1ccc2nc(-c3ccncc3)c(Nc3ccccc3C)n2c1,-2%
Cc1ccc(C)c(CN2C(=O)c3ccccc3S(=O)(=O)c3ccc(C(=O)N4CCN(Cc5ccccc5)CC4)cc32)c1,-4%

# Quoted from the listing.
# FLuc modulator, `Cc1ccc(C)c(CN2C(=O)c3ccccc3S(=O)(=O)c3ccc(C(=O)N4CCN(Cc5ccccc5)CC4)cc32)c1` : -4%
# FLuc modulator, `Cc1nn(C)c2c1c(C(F)(F)F)cc(=O)n2C(C)C(=O)NCc1ccccc1` (centres undefined) : 6%

# Part of the list above, field by field:
> CCN(C(=O)c1sc2nc3n(c(=O)c2c1C)CCCC3)c1ccccc1F
- FLuc modulator: ?
> OCCCc1nc2n(n1)C(c1cccc(Cl)c1)C=C(c1ccccc1)N2 (centres undefined)
- FLuc modulator: -1%
> CCCn1cc(S(=O)(=O)c2cccc(Cl)c2)c(=O)c2cc(F)c(N3CCN(CC)CC3)cc21
- FLuc modulator: -1%
> CCOC(=O)C1CCCN(S(=O)(=O)c2cc(-c3onc(C)c3C)ccc2OC)C1 (centres undefined)
- FLuc modulator: -2%

# The results go on:
SMILES,FLuc modulator
COc1cc(OC)c(NC(=O)c2noc3c2CSc2ccccc2-3)cc1Cl,-9%
CCC(C)Cn1c(COc2ccc(OC)cc2)nc2ccccc21 (centres undefined),?
CCCCOC(=O)c1c(C)oc2c1cc(NS(=O)(=O)c1cc(OC)ccc1OC)c1ccccc12,-4%
Cc1ccc(NC(=O)c2cnc(SCC(=O)N3CCCc4ccccc43)n(C)c2=O)cc1C,?
CCC(C(=O)NCc1ccc2c(c1)CCN2C(=O)c1ccc(F)cc1)c1ccccc1 (centres undefined),?
Cc1ccc(NC(=O)c2cnc(N3CCCCC3)c3ccccc23)cc1Cl,?
Cc1ccc(C(=O)NCC(c2ccc(Cl)cc2)N2CCCCC2)cc1 (centres undefined),-2%
Cc1ccc2nc(Cl)c3cc(C(=O)N4CCCCC4)sc3c2c1,?
CCOCCCn1c(SCC(=O)OCC)nc2c(sc3ccccc32)c1=O,-4%
Cc1ccn2c(Nc3ccc4c(c3)OCO4)c(-c3ccc(C)o3)nc2c1,24µM*
COc1ccc(Cl)cc1NS(=O)(=O)c1c(C)nc2scc(C)n2c1=O,6%
O=C(Cn1c(=O)c2cccn2c2ccc(F)cc21)Nc1cccc(F)c1,19%
Cc1ccc(CNC(=O)CSc2ncc(S(=O)(=O)c3ccc(Br)cc3)c(=O)[nH]2)cc1,6.7µM*
CCc1ccc(NS(=O)(=O)c2c(-c3ccccc3)csc2C(=O)OC)cc1,1%
CC(C)NC(=O)C1CCC(Cn2c(=O)c3sccc3n(CC(=O)NCc3ccccc3)c2=O)CC1 (centres undefined),1%
CCOc1ccccc1CNC(=O)C1CCN(c2nnc(-n3c(C)ccc3C)s2)CC1,4%
COc1ccc(C(=O)NCc2ccc3c(c2)CCN3C(=O)c2ccccc2)cc1,-18%
CCOC(=O)c1ccc(NC(=O)CC2C(=O)N(c3ccc(F)cc3)C(=O)N2Cc2ccc3c(c2)OCO3)cc1 (centres undefined),-5%
COc1ccc(C)c2sc(N(Cc3cccnc3)C(=O)CCc3ccccc3)nc12,-2%
Cc1ccn2c(Nc3ccc4c(c3)OCCO4)c(-c3ccccc3O)nc2c1,?
CCC(C)NC(=O)CSc1c2c(nc3cc(Cl)ccc13)CCCC2 (centres undefined),0%
CCCn1c2ccccc2c2nnc(SCC(=O)Nc3cccc(C(C)=O)c3)nc21,-16%
CCOCCCNC(=O)CN1C(=O)CCn2nc(-c3cccn3C)cc21,-2%
Cc1ccc(C(=O)N2CCc3cc(CNC(=O)c4ccc(Br)cc4)ccc32)cc1,?
Cc1cccc(CNC(=O)CCCN2C(=O)COc3ccc(C)cc32)c1,-11%
CCc1nnc2c(Nc3cccc(C(C)=O)c3)nc3ccccc3n12,4%
Cc1ccc2onc(CC(=O)N3CCN(c4ccc(F)cc4)CC3)c2c1,-13%
COC(=O)c1ccc(NC(=O)c2nn(C)c3c2CS(=O)(=O)c2ccccc2-3)cc1,?
COc1ccc(Cl)cc1NC(=O)Cn1cc(S(=O)(=O)Cc2cccc(Cl)c2)c2ccccc21,6%
O=C(Nc1cccc(C(=O)N2CCCCC2)c1)c1nsc2ccccc12,5.4µM*
COC(=O)Cn1c(=O)c2c(nc3n2CCN3c2ccc(F)cc2)n(C)c1=O,?
O=C(Nc1cc(-c2nc3ccccc3s2)ccc1Cl)c1cc2ccccc2o1,?
O=C(Nc1ccc(F)cc1F)c1cc(-c2ccccc2O)no1,-16%
Cc1cc(-c2ccc(C)c(S(=O)(=O)Nc3ccccn3)c2)on1,-14%
Cc1ccc2c(c1)cc(C(=O)NCc1ccccc1C)n2C,1%
Cc1cccc(-c2nc3ccccc3n3c(-c4ccccc4)c4c(=O)n(C)c(=O)n(C)c4c23)c1,0%
CC(=O)c1cc(-c2ccc(F)cc2)n(CC(=O)NC2CCC(C)CC2)c1C (centres undefined),0%
Cc1ccc(NC(=O)CSc2nnc3ccc4ccccc4n23)cc1,-2%
Cc1ccccc1CNC(=O)c1ccc2c(c1)c(C)c(C)n2C,?
O=C(NC1CCCCC1)c1ccc(Cn2c(SCc3ccccc3)nc3cccnc32)cc1,?
COc1ccc(NC(=O)CSC2=Nc3ccccc3C3=NC(CCC(=O)NCCc4ccccc4)C(=O)N23)c(OC)c1 (centres undefined),-2%
CCc1nnc(SCC(=O)N(C)c2ccccc2)c2cc3sccc3n12,-3%
CCCn1cc(S(=O)(=O)c2ccccc2)c(=O)c2cc(F)c(N3CCCC(C)C3)cc21 (centres undefined),-8%
COc1cc(-c2cc(OC)c3c(C)oc(C)c3c(=O)c2)ccc1OC(=O)c1ccc(C)cc1,4%
CCc1ccc(NC(=O)c2nn(-c3ccc(OC)cc3)c(=O)c3c2c2ccccc2n3C)cc1,-1%
COc1ccc(C(=O)c2cn(CC(=O)Nc3ccc4c(c3)OCO4)c3ccc(OC)cc3c2=O)cc1,-11%
Cc1ccc2c(c1)N(CC(=O)NCc1ccccc1Br)C(=O)c1cccnc1O2,-8%
Cc1ccc(OCc2nc(-c3ccc(C(=O)NCc4ccc(OC(C)C)cc4)cc3)oc2C)cc1,-4%
COc1ccc2c(c1)cc1c(=O)n(CC(=O)NCc3ccco3)nc(C)n12,0%
Cc1ccc2nc(-c3ccc(Cl)c(NC(=O)COc4ccc([N+](=O)[O-])cc4)c3)oc2c1,-9%
# (list continues)
SMILES,FLuc modulator
Cc1ccc(S(=O)(=O)N2CCOCC2)cc1C(=O)Nc1ccccc1C(=O)O,-19%
COCCCNC(=O)CSc1nc(-c2ccc(OC)c(OC)c2)[nH]c1-c1ccc(F)cc1,?
COCCn1c(CNC(=O)c2cccc(C)c2)nc2cccnc21,0%
Cc1cccc(-c2nnc(SCC(=O)N3CCCc4ccccc43)o2)c1,?
COc1ccc(NS(=O)(=O)c2ccc3c(c2)CCN3C(=O)C2CC2)cc1OC,-13%
CCN(CC)CCCNC(=O)CN1C(=O)CCn2nc(-c3cn(C)c4ccccc34)cc21,1%
CCc1ccc(NC(=O)c2sc(-n3nc(C)c(CCC(C)C)c3C)nc2C)cc1,3%
CCc1ccc(CNC(=O)c2ccc(NC(=O)N3CC(C)Sc4ccccc43)cc2)cc1 (centres undefined),2%
CCn1ccc2cc(S(=O)(=O)N3CCC(C(=O)NCC(C)c4ccccc4)CC3)ccc21 (centres undefined),5%
CCOc1ccccc1CN1C(=O)c2ccccc2C1C(=O)NC1CCCCCC1 (centres undefined),-7%

# Six structures out of the list, sorted by SMILES length, smallest number first:
SMILES,FLuc modulator
COCCn1c(CNC(=O)c2cccc(C)c2)nc2cccnc21,0%
Cc1cccc(-c2nnc(SCC(=O)N3CCCc4ccccc43)o2)c1,?
COc1ccc(NS(=O)(=O)c2ccc3c(c2)CCN3C(=O)C2CC2)cc1OC,-13%
CCN(CC)CCCNC(=O)CN1C(=O)CCn2nc(-c3cn(C)c4ccccc34)cc21,1%
COCCCNC(=O)CSc1nc(-c2ccc(OC)c(OC)c2)[nH]c1-c1ccc(F)cc1,?
CCn1ccc2cc(S(=O)(=O)N3CCC(C(=O)NCC(C)c4ccccc4)CC3)ccc21 (centres undefined),5%
